RAM network inh – inhibitors of the yeast RAM network. AID 868. 1.8% of 190,000 active. S. cerevisiae dse1pr::URA3 reporter, 5-FOA growth OD615, 2 d; analog-sensitive cbk1-as2 kinase mutant strain. inhibition, % at 50 µM;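 active = inhibition above a set limit, 3 SD over mean compound inhibition, cut at about 8.4% in these data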;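 also: 0% = DMSO-only wells with no growth and 100% = 10 µM 1-NA-PP1 full growth; inhibition rescues growth on 5-FOA so higher OD means more RAM inhibition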
STAT3 act – STAT3 signaling activation; U3A cells, IL-6 STAT3-luciferase reporter, luminescence; 100% = signal with IL-6 EC80 alone; activation (% of control), % at 5.6 µM; 0.91% of 190,000 active;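 active = activation above the screen-wide mean of compound activation plus 3 SD, cut at about 130% in these data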;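 also: 0% = background luminescence of wells with medium and substrate only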
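Assay system – human STAT1-deficient U3A cells with stable STAT3-luciferase reporter · Also added – IL-6 (33 ng/mL) · Schedule – compound 1 h, then IL-6 6 h at 37 °C · Technique – reporter luminescence signal · Evaluation – % activation versus median of IL-6-stimulated wells · Benchmarks – IL-6-only wells as 100% reference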
STAT3 blocker – STAT3 signaling inhibition; U3A cells, IL-6 STAT3-luciferase reporter, luminescence; host cell line lacks STAT1; inhibition, % at 5.5 µM; 0.89% of 190,000 active; AID 862;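 active = inhibition above the mean inhibition across all screened compounds plus 3 SD, cut at about 44% in these data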;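 also: 0% = DMSO only wells and 100% = 100 µM nifuroxazide control wells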
STAT1 blocker – STAT1 signaling inhibition; NIH 3T3 STAT1-luciferase reporter, IFN-gamma, luminescence; inhibition, % at 5.5 µM; 0.35% of 200,000 active; AID 920;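 active = inhibition above a set limit, the mean inhibition across all tested compounds plus 3 SD, cut at about 34% in these data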;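 also: 0% = IFN-gamma with DMSO and 100% = IFN-gamma with 300 µM nifuroxazide; values of inactives mirror those of a sister screen read the other way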
PPARg SRC-1 ag – PPARgamma-driven SRC-1 recruitment agonism; PPARgamma-SRC-1 coactivator recruitment biochemical assay; P37231; activation, % at 8 µM; AID 631; 0.41% of 200,000 active; in the data active = activation above about 19%;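 also: 0% = DMSO and 100% = reference agonist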
Target sequence (P37231 whole entry, looked up): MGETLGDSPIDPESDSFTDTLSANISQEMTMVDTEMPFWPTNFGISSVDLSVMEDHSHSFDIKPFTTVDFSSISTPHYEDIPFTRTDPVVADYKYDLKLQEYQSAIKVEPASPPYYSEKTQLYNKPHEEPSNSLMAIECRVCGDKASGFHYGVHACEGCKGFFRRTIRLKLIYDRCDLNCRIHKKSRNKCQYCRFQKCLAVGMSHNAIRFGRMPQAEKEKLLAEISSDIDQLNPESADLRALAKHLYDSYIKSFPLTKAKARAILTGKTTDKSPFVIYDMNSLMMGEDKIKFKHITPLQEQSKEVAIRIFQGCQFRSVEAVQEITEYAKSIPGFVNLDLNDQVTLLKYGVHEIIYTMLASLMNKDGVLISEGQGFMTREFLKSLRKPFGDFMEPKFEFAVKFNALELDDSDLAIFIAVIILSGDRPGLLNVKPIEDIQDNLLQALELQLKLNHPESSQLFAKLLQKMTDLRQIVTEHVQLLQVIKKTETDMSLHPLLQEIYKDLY
PPARg SRC3 recr – agonists of human PPARgamma SRC-3 coactivator recruitment; P37231; biochemical PPARgamma/SRC-3 coactivator recruitment assay; activation, % at 8 µM; 0.26% of 200,000 active; AID 731; in the data active = activation above about 23%;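 also: 0% = DMSO and 100% = reference agonist; some compounds past the cut are filed as inactive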
SRC2 TRFRET art – flags TR-FRET format artefacts in PPARgamma SRC-2 recruitment agonist screen | AID 1049 | TR-FRET artefact counter-screen; hits give high values | 0.4% of 200,000 active | TR-FRET ratio at 8 µM; in the data active = TR-FRET ratio above about 2000; also: inactives centre near 1500
S1P3 antagonist – S1P3 (human) receptor antagonism; Q99500; CHO S1P3 NFAT-BLA reporter, FRET fluorescence, antagonist mode; inhibition, % at 4.98 µM; 0.27% of 170,000 active; AID 485;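 active = inhibition above the plate cutoff, the mean inhibition of test wells on that plate plus 3 SD, cut at about 28% in these data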;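 also: cells challenged with S1P at its EC80 of 0.8 µM; blue over green emission ratio from cleaved BLA substrate after 4 h stimulation; 0% = S1P-stimulated wells and 100% = unstimulated DMSO-only wells; some compounds past the cut are filed as inactive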
Target sequence (Q99500 whole entry, looked up): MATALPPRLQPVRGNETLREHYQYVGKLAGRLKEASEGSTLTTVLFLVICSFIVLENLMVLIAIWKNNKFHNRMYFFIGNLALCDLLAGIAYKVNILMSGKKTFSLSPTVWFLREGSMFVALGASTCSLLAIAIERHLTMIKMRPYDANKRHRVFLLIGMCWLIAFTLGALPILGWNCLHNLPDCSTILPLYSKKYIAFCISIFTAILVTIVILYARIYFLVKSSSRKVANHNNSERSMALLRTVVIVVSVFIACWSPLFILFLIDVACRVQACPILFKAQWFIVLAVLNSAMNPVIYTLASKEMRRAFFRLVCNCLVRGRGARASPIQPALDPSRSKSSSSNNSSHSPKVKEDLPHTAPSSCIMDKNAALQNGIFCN
ROMK mod – modulates human ROMK potassium channel activity; P48048; 2% of 130,000 active; Tet-inducible ROMK, thallium flux fluorescence; actives lie on both sides; B-score at 10 µM;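 active = signal ratio slope over the read window, or its plate-corrected B-score, at least 3 SD from the plate mean, either direction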;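 also: B-score of the F/F0 ratio slope over 7 to 12 s after thallium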
PPARg SRC2 recr – agonists of SRC-2 recruitment by human PPARgamma; P37231; PPARgamma LBD-SRC-2 recruitment, biochemical; activation, % at 8 µM; 0.34% of 200,000 active; in the data active = activation above about 22%;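 also: 0% = vehicle and 100% = reference agonist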
TLR4-MyD88 BLA – inhibitors of human TLR4-MyD88 binding | O00206+Q99836 | HeLa CL3-4 TLR4/MyD88 BLA complementation, FRET ratio | inhibition, % at 8.4 µM | 0.18% of 200,000 active; in the data active = inhibition above about 25%;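 also: 0% = vehicle and 100% = reference inhibitor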
* marks the source's active call; other numbers are inactive results; x = not tested or not shown.

SMILES | RAM network inh | STAT3 act | STAT3 blocker | STAT1 blocker | PPARg SRC-1 ag | PPARg SRC3 recr | SRC2 TRFRET art | S1P3 antagonist | ROMK mod | PPARg SRC2 recr | TLR4-MyD88 BLA
CC(=O)c1c(C(C)=O)c(C)n(C2CCCCC2)c1C | 0.5 | 107.1 | -6.6 | 3.9 | 3.7 | -3.2 | 1276 | x | x | 10.3 | 1.2
CC(=O)Nc1ccc(NC(=O)Cn2nc([N+](=O)[O-])c(Br)c2C)cc1 | 4.3 | 109.3 | -1.8 | 17.6 | 1.5 | 3.1 | 1716 | -10.0 | 0.771 | 3.3 | -2.6
COC(=O)[C@@H](NC(=O)Nc1cccc(Br)c1)C(C)C | 2.3 | 88.0 | 17.2 | 10.7 | -2.3 | 0.2 | 1550 | -3.9 | 0.546 | -0.1 | 5.2
COc1ccc(OC)c(NC(=O)CSc2ncnc3c2cnn3-c2ccccc2Cl)c1 | 2.5 | 35.1 | 79.1* | 30.9 | 7.9 | 9.9 | 1442 | x | -3.16* | -4.2 | 1.5
CCC(C)c1ccc(O)c(NC(=S)NC(=O)c2cccnc2)c1 (stereo not drawn) | 3.6 | 90.8 | 16.3 | -3.4 | -0.3 | 0.7 | 1509 | 11.6 | 0.879 | 4.5 | 7.5
O=C(COC(=O)c1ccc([N+](=O)[O-])o1)Nc1cccc(S(=O)(=O)N2CCCCC2)c1 | -0.9 | 107.3 | -7.7 | -3.6 | 2.6 | -2.6 | 1602 | 8.6 | -0.985 | 0.9 | -8.4
Cc1cc(NC(=O)CSc2ccc3nnc(-c4ccccn4)n3n2)no1 | 1.2 | 101.8 | 6.8 | -3.6 | -6.1 | 4.8 | 1388 | -9.1 | x | 2.5 | -6.2
CC1CCCCN1C(=O)c1ccc(OC2CCN(S(=O)(=O)N(C)C)CC2)cc1 (stereo not drawn) | 0.4 | 87.0 | 21.6 | 3.6 | 7.8 | 6.5 | 1587 | -5.4 | -0.688 | 5.5 | 1.2
CC(=O)C(=Nc1ccc(Cl)cc1Cl)NNc1cccc(Cl)c1 | 2.5 | 101.5 | 5.1 | -5.9 | -1.2 | 0.0 | 1485 | x | 0.834 | 6.4 | 1.6
O=C(c1ccc2c(c1)OCCO2)C1CCN(S(=O)(=O)c2cccc(F)c2)CC1 | 3.1 | 94.6 | 8.9 | -0.6 | 2.8 | -1.4 | 1463 | 18.6 | -0.407 | 1.0 | 7.6
O=S(=O)(c1cccc2c(S(=O)(=O)N3CCCC3)cccc12)N1CCCC1 | 2.5 | 100.0 | 4.1 | 4.2 | -2.4 | 8.1 | 1554 | 15.0 | x | 7.7 | -0.1
Cc1c(C)[n+](=O)c(-c2ccco2)c(C)n1[O-] | 1.6 | 103.8 | -1.7 | 0.6 | -3.0 | -4.2 | 1617 | 0.0 | x | -0.6 | -13.8
Cc1ccccc1-c1noc(-c2ccc(Cl)cc2)n1 | 2.7 | 125.4 | -27.8 | -12.8 | 13.8 | 6.5 | 1391 | x | x | -16.0 | 3.8
O=S(=O)(CCc1nc2ccccc2o1)c1ccc(Cl)c(Cl)c1 | 3.1 | 94.6 | 11.4 | 2.8 | 0.4 | 5.7 | 1580 | 20.8 | x | 5.1 | 4.3
Cc1ccccc1NC(=O)CSc1nn2c(=O)c(C)nnc2s1 | 1.6 | 90.0 | 18.7 | 5.4 | 6.5 | 1.7 | 1695 | 0.0 | 0.814 | 6.2 | -16.3
O=[N+]([O-])c1cc2c(cc1[N+](=O)[O-])OCCOCCOCCOCCO2 | 0.5 | 100.9 | 4.0 | 5.6 | 5.1 | 2.8 | 1549 | 5.2 | 0.418 | 1.8 | 21.0
CC(=O)c1sc(NC(=O)c2ccc(Cn3cc(Br)cn3)o2)nc1C | 5.3 | 102.0 | 0.5 | -5.0 | 1.2 | -0.2 | 1564 | -3.9 | -0.791 | 1.6 | 0.1
CCOC(=O)C1CCN(CC(=O)Nc2c(C(=O)OC)[nH]c3cccc(C)c23)CC1 | -0.2 | 93.7 | 11.4 | 2.8 | 3.4 | -2.5 | 1507 | -32.4 | x | 8.5 | -12.3
O=S(=O)(Nc1cccc(S(=O)(=O)N2CCOCC2)c1)c1ccc2c(c1)OCCO2 | 1.8 | 105.4 | -7.0 | 9.0 | 2.0 | 2.3 | 1488 | 1.8 | 0.405 | 5.5 | 2.1
CC(=O)c1c(N(C)C)ccnc1C(F)(F)F | 0.2 | 94.5 | 12.9 | 5.3 | -2.5 | -3.7 | 1593 | -37.0 | x | 0.6 | 12.4
N#Cc1c(NC(=O)Cn2cnc3ccccc3c2=O)oc(-c2ccccc2)c1-c1ccccc1 | 4.1 | 96.1 | 8.4 | 9.3 | -6.5 | 0.3 | 1523 | 1.9 | -0.936 | 2.3 | 1.5
CCOc1ccc(/C(O)=C2/C(=O)C(=O)N(CCOCCO)C2c2ccc(F)cc2)cc1 (stereo not drawn) | 6.9 | 91.7 | 10.5 | -3.3 | 8.9 | 8.9 | 1726 | 2.0 | 0.0237 | 3.6 | -5.4
Cc1nn(C(C)(C)C)c(N)c1-c1ccccc1 | 1.4 | 96.7 | 3.2 | -1.0 | -4.1 | 5.5 | 1560 | 13.9 | 0.807 | 4.3 | 3.5
O=C(CN1C(=O)CCC1=O)NNc1ccc2ccccc2c1 | -1.3 | 115.1 | -5.1 | 2.5 | -0.6 | 2.0 | 1466 | -3.3 | -0.623 | 6.9 | -11.5
CC(C)N1CCC(=NNC(=O)c2ccc(Br)o2)CC1 | 1.2 | 101.7 | 5.2 | -5.9 | 3.6 | 17.9 | 1560 | x | 2.73* | 14.1 | 9.3
CCCC(=O)Nc1ccc(C(=O)n2ccc(C)n2)cc1 | 0.6 | 94.8 | 9.4 | 1.1 | 2.6 | 4.2 | 1758 | -10.4 | x | 3.5 | 2.7
Cn1nc(C(F)(F)F)c(CN2CC(C)(C)C2=O)c1N1CCOCC1 | 0.1 | 101.7 | 2.4 | -5.5 | 7.1 | -2.4 | 1677 | -26.1 | -1.54 | 9.3 | 4.0
CC(=O)c1cccc(NC(=O)NNC(=O)CCC(=O)Nc2ccc(C)c(C)c2)c1 | 3.2 | 98.4 | 13.2 | -5.2 | -8.0 | -0.7 | 1278 | -7.1 | -1.04 | -2.0 | -14.5
COc1ccc(Cc2nnc(NS(=O)(=O)c3ccc(Cl)cc3)s2)cc1OC | 4.9 | 101.6 | 0.4 | 0.2 | -9.5 | -3.4 | 1453 | -4.3 | 0.14 | 2.5 | 0.9
CCn1c(Cc2ccc(OC)cc2)nnc1SCC(=O)NC1CCCCC1 | 2.0 | 99.4 | 3.5 | 2.0 | 2.6 | 5.6 | 1651 | -21.2 | -0.25 | 5.2 | -8.7
CC(C)(CO)N=C1NS(=O)(=O)c2cc([N+](=O)[O-])ccc21 | 1.6 | 101.8 | -0.8 | -3.4 | -1.0 | 1.0 | 1620 | -19.1 | -0.898 | 3.0 | -6.5
CS(=O)(=O)N1CCC(C(=O)Nc2cc(Cl)cc(Cl)c2)CC1 | 0.7 | 87.6 | 24.0 | -8.9 | -0.9 | 1.0 | 1770 | -2.0 | 1.19 | 6.9 | 0.0
O=C(N/N=C/c1ccc(OCc2ccccc2)cc1)c1ccc(O)cc1 | 1.6 | 94.1 | 8.3 | 5.6 | 5.0 | 3.8 | 1683 | -10.9 | -1.51 | 9.1 | 1.5
CCOc1cccc2sc(Cl)nc12 | 2.9 | 95.0 | 6.1 | 7.3 | 2.3 | 2.2 | 1597 | -8.6 | x | 6.3 | -6.4
Cc1ccccc1NC(=S)NNC(=O)c1ccoc1C | 0.4 | 98.7 | 6.0 | -11.7 | -3.9 | 9.8 | 1519 | x | x | 2.6 | -8.5
Cc1cccc(C)c1N=Cc1c(C(F)(F)F)[nH][nH]c1=O | 1.8 | 96.5 | 10.7 | -8.9 | -0.6 | -1.1 | 1756 | 5.5 | 0.261 | -1.2 | 11.2
O=C(CSc1nc2ncccc2[nH]1)NCc1ccccc1 | 0.9 | 96.3 | 8.3 | 2.3 | 8.7 | 6.4 | 1682 | 12.2 | x | 2.5 | -28.4
COC(=O)C1=C(C(=O)OC)SC2(S1)C(C(=O)OC)=C(C(=O)OC)SC1=C2c2cc(C)ccc2NC1(C)C | 3.9 | 101.1 | 0.3 | 6.6 | -1.1 | 21.0 | 1361 | x | x | 1.0 | -8.2
CC(=O)c1ccccc1OC(=O)CCN1C(=O)C2C3C=CC(C4CC34)C2C1=O (stereo not drawn) | 0.8 | 100.1 | 4.3 | -7.3 | 1.3 | 1.9 | 1427 | -13.8 | -0.67 | -0.2 | 7.9
COc1ccccc1CNCc1cc(OC)c(OC)cc1OC | 0.8 | 96.6 | 8.4 | 2.0 | -8.5 | -4.9 | 1518 | 21.4 | x | -0.9 | 7.6
N=c1c2c3c(sc2ncn1N)CCCCC3 | 0.3 | 95.6 | 11.4 | 4.2 | 7.8 | -3.5 | 1638 | -7.9 | -0.0185 | 15.2 | -13.7
C=CC[n+]1c(-c2ccccc2)csc1NC(C)(C)C | 1.9 | 100.1 | 6.6 | 2.5 | 5.0 | -0.1 | 1734 | -4.0 | 0.308 | 5.6 | 10.1
CCOc1ccc(C2N(c3cc(C)on3)C(=O)C3CCCN32)cc1OC (stereo not drawn) | 0.3 | 107.8 | -6.8 | 1.7 | 1.3 | 3.8 | 1645 | -9.9 | -1.95 | 6.8 | -13.5
CCNC(=O)N1C(=O)C2(OCCO2)c2ccccc21 | -0.9 | 99.7 | 5.7 | -5.5 | 1.2 | 9.3 | 1531 | -15.8 | x | 2.6 | 0.7
CC(C)CNC(=S)NC(=O)c1ccc([N+](=O)[O-])cc1 | -1.1 | 103.5 | 3.7 | 13.5 | 2.0 | 0.6 | 1495 | x | -0.725 | 3.6 | 7.0
CCN(CC)CCNS(=O)(=O)c1ccc(Cl)cc1 | 0.6 | 101.8 | 1.3 | -7.3 | -7.8 | -5.2 | 1496 | -11.5 | x | -1.6 | -0.9
CC(=O)Nc1ccc(S(=O)(=O)N2CCN(C(=O)N3CCOCC3)CC2)cc1 | 2.3 | 104.1 | -1.1 | -0.1 | 3.2 | -0.1 | 1498 | 2.5 | 0.132 | 0.9 | 6.7
COc1ccc(Nc2nc3c(C)cccc3cc2C#N)cc1 | 3.9 | 85.8 | 18.5 | -18.9 | -6.7 | 2.3 | 1497 | 11.1 | -0.074 | 0.8 | -1.9
CC(NC(=O)c1ccc(C(C)(C)C)cc1)C(=O)O (stereo not drawn) | 0.2 | 104.0 | -1.1 | -9.1 | 7.2 | -0.1 | 1569 | x | 1.29 | 4.3 | -0.2

Screening results as filed in PubChem.
